Assay outcomes from PubChem.
GPR7 antag – antagonists of human GPR7 (neuropeptides B/W receptor 1). inhibition, % at 4.4 µM. GPR7-expressing cells, fluorescence antagonist assay. AID 1861. actives 1.1% (n = 290,000). P48145; in the data active = inhibition above about 16%, passing the limit was not always enough;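 also: cells stimulated with the agonist NPW; 0% = agonist with vehicle and 100% = vehicle without agonist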
Target sequence (P48145 whole entry, looked up): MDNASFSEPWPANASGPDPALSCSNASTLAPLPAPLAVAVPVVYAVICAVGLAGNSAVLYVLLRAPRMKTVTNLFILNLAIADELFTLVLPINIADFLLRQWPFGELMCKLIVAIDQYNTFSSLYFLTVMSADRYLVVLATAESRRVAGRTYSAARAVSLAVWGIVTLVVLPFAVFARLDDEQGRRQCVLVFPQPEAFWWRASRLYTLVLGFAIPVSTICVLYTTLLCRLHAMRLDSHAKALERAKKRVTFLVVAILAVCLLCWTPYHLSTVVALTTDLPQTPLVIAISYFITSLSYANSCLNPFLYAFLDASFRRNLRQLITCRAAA
MEKK2 WT-MEK5 – raises or lowers MEK5 binding to wildtype human MEKK2 PB1 domain; binding response (% of control), % at 10 µM; AID 1531; bead flow cytometry, Alexa488-MEK5 binding to MEKK2 WT; actives lie on both sides; Q9Y2U5; actives 1.1% (n = 290,000); in the data active = binding response below about 67% or above about 130%
PHOSPHO1 inh – inhibitors of human PHOSPHO1 phosphatase; Q8TCT1; recombinant PHOSPHO1, absorbance phosphatase assay; actives 1.1% (n = 290,000); inhibition, % at 13.3 µM; AID 1565; in the data active = inhibition above about 60%
NALP1 inh – inhibitors of NALP1 inflammasome in yeast; inhibition, % at 10 µM; S. cerevisiae NALP1/ASC/caspase-1 growth, X-gal OD620, 72 h; actives 0.61% (n = 280,000); in the data active = inhibition mostly above about 24%, no sharp cut-off; inactive = mostly below about 32%; also: some compounds called inactive have numbers as strong as hits
V1aR counter – activates human V1a receptor in oxytocin agonist counter-screen; CHO-V1R cells, Fluo-8 calcium fluorescence, agonist mode; 0% DMSO, 100% 3 nM vasopressin; actives 0.25% (n = 320,000); activation, % at 3 µM; P37288; AID 2797;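 active = activation above the mean activation of all tested compounds plus 3 SD, per screening run, cut at about 20% in these data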;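 also: signal is peak over basal fluorescence ratio across a 100 second FLIPR read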
MEKK2 mut-MEK5 – signal of MEK5 binding to mutant human MEKK2 PB1 domain. bead flow cytometry, Alexa488-MEK5 binding to MEKK2 mutant. percent response, % at 10 µM. actives 0.35% (n = 290,000); in the data active = percent response above about 24%, passing the limit was not always enough; also: inactives centre near 1; some results filed as inactive read as strong as hits; reference of the scale not given here
MEKK3 PB1 HTS – MEKK3-MEK5 PB1 interaction, increase or decrease | Q99759 | bead-based flow cytometry, Alexa488-MEK5 binding to MEKK3; actives lie on both sides; 0 = blocked by unlabeled MEK5, 100 = vehicle | binding response (% of control), % at 10 µM | actives 1.4% (n = 290,000) | AID 1529;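 active = binding response more than 3 SD above or below the average of its plate-row segment, actives on both sides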;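 also: Alexa488 bead fluorescence after subtracting the streptavidin-only scavenger bead signal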
Target sequence (Q99759 whole entry, looked up): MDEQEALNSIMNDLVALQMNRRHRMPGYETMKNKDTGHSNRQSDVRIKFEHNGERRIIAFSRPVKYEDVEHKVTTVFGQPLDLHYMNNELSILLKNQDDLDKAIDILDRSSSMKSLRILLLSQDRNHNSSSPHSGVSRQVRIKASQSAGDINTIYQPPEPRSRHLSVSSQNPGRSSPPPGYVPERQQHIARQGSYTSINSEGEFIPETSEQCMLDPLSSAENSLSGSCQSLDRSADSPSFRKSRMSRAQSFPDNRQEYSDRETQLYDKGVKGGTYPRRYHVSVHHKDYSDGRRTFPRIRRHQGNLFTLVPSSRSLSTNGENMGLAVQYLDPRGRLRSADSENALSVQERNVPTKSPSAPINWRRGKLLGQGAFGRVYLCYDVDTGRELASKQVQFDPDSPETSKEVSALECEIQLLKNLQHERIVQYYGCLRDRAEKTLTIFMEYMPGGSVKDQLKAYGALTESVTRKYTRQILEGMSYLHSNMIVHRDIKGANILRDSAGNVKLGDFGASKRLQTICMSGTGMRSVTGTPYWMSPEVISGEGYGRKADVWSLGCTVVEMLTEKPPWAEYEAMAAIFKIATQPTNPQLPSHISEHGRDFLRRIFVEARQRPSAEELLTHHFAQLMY
GalR3 antagonist – blocks the human galanin receptor 3. O60755. actives 0.44% (n = 360,000). inhibition, % at 3 µM. HEK293 GalR3-CNG cAMP membrane potential fluorescence; galR3 body fused to GalR1 C-terminus. AID 651719;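 active = inhibition above the screen-wide average plus 3 SD, cut at about 13% in these data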;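 also: forskolin and galanin both at EC90 stimulate the cells; cAMP rise reported by CNG channel membrane potential dye signal; 0% = forskolin plus galanin with DMSO and 100% = forskolin alone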
OXTR agonist – agonists of human oxytocin receptor; CHO-OTR cells, Fluo-8 calcium fluorescence; normalized: DMSO 0%, oxytocin 100%; P30559; AID 2435; activation, % at 3 µM; actives 0.32% (n = 320,000);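 active = activation above the mean of all tested compounds plus 3 SD, cutoff set per screening run, cut at about 20% in these data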;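 also: peak over basal fluorescence ratio from a 100 s FLIPR kinetic read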
Numbers without * were called inactive; . = no result given.

SMILES	GPR7 antag	MEKK2 WT-MEK5	PHOSPHO1 inh	NALP1 inh	V1aR counter	MEKK2 mut-MEK5	MEKK3 PB1 HTS	GalR3 antagonist	OXTR agonist
Cn1c(=O)cc(OCCCC(=O)N2CCN(c3ccccc3)CC2)c2ccccc21	-3.1	.	28.4	11.4	0.0	.	.	-4.2	-1.1
CCN(CC)S(=O)(=O)c1ccc(-c2cn3ccc(C)cc3n2)cc1	22.2	96.0	19.3	8.9	2.2	1.0	97.0	-6.2	0.8
CCOc1cc(/C=C2\C(=O)N(c3cccc(C(F)(F)F)c3)C(=O)c3ccccc32)ccc1O	0.3	96.0	3.4	-0.3	0.5	-2.0	98.0	-1.3	7.2
Cn1c(N2CCC(C(N)=O)CC2)nc2c1c(=O)n(Cc1ccc(Cl)cc1)c(=O)n2C	1.9	96.0	-20.6	5.9	0.5	-2.0	100.0	-6.9	1.5
CCOC(=O)c1ccc(Nc2nc(C)cc(C)c2C#N)cc1	-11.8	100.0	-2.2	26.8	-1.5	4.0	103.0	-2.4	-1.5
COc1ccc(OC(=O)CCCN2C(=O)c3ccccc3C2=O)cc1	-13.6	101.0	3.5	7.8	-0.7	4.0	97.0	-3.0	-0.7
CC(=O)c1nn(-c2cccc(C(F)(F)F)c2)c(=O)[nH]c1=O	6.2	108.0	.	5.7	-0.3	5.0	105.0	-4.6	-0.1
CCN(CC)c1ccc(NC(=O)Nc2ccccc2)cc1	1.4	103.0	.	0.1	3.8	7.0	104.0	-9.7	0.2
CCn1cnc2cc(NCc3ccc(Br)cc3)ccc21	10.2	107.0	32.6	10.1	6.7	5.0	104.0	-6.7	3.4
CCOc1ccccc1NS(=O)(=O)c1ccc(Br)s1	-11.7	92.0	-12.2	-1.6	-0.6	-5.0	93.0	-10.5	0.1
O=S(=O)(NCc1ccccc1)c1ccc(Cl)c(S(=O)(=O)NCc2ccccc2)c1	9.1	79.0	2.1	11.6	2.2	-10.0	82.0	-1.9	0.2
c1ccc(-n2ncc3c(N4CCCC4)ncnc32)cc1	-1.4	95.0	-19.5	-6.4	2.2	-4.0	95.0	-3.2	0.3

3 compounds out of the list above, ordered by the value under MEKK2 WT-MEK5, descending.
structure,GPR7 antag,MEKK2 WT-MEK5,PHOSPHO1 inh,NALP1 inh,MEKK2 mut-MEK5,MEKK3 PB1 HTS,GalR3 antagonist
CCOC(=O)c1ccc(Nc2nc(C)cc(C)c2C#N)cc1,-11.8,100.0,-2.2,26.8,4.0,103.0,-2.4
CCOc1cc(/C=C2\C(=O)N(c3cccc(C(F)(F)F)c3)C(=O)c3ccccc32)ccc1O,0.3,96.0,3.4,-0.3,-2.0,98.0,-1.3
O=S(=O)(NCc1ccccc1)c1ccc(Cl)c(S(=O)(=O)NCc2ccccc2)c1,9.1,79.0,2.1,11.6,-10.0,82.0,-1.9

(further entries)
SMILES	GPR7 antag	MEKK2 WT-MEK5	PHOSPHO1 inh	NALP1 inh	V1aR counter	MEKK2 mut-MEK5	MEKK3 PB1 HTS	GalR3 antagonist	OXTR agonist
CN(c1ccccc1)S(=O)(=O)c1cccc(NC(=O)c2ccc3ncsc3c2)c1	-14.9	95.0	14.7	7.7	4.2	-6.0	92.0	-5.2	4.1
O=C(NCCc1ccccn1)C1CCN(S(=O)(=O)c2ccc3ccccc3c2)CC1	8.7	96.0	36.7	-54.6	0.4	-1.0	107.0	1.5	-0.5
Cc1ccc(OCCOc2ccc(Br)cc2)c([N+](=O)[O-])n1	5.8	95.0	2.6	38.8	0.3	-2.0	93.0	-3.3	-2.0
CN(C)CCCN(C(=O)c1ccc(S(=O)(=O)N2CCCCCC2)cc1)c1nc2c(F)cccc2s1	8.1	134.0*	-1.9	22.5	1.9	14.0	105.0	-0.5	1.0
O=C(/C=N/O)Nc1ccccc1C(=O)O	-12.4	101.0	24.7	8.4	0.6	-1.0	103.0	-4.6	0.4
COc1ccccc1N1CCN(c2nc(N)c(C#N)c(CC#N)c2C#N)CC1	3.9	97.0	2.8	3.0	2.5	2.0	97.0	2.3	1.7
COC(=O)c1ccc(C2C3=C(Nc4nnnn42)c2ccccc2OC3)cc1 (configuration not stated)	4.1	.	-6.1	-46.0	-0.4	.	.	-4.3	-0.5
S=C(NCCc1ccccc1)N1CCN(C(c2ccccc2)c2ccccc2)CC1	-8.1	109.0	-15.9	32.2	-0.5	1.0	101.0	1.9	0.0
COCC(=O)N/N=C\c1ccccc1OC/C=C/c1ccccc1	-13.9	102.0	14.7	17.5	1.5	1.0	101.0	-2.7	-0.7
Cc1occc1C(=O)N/N=C/C1=C(N2CCOCC2)C(=C\c2ccc(Cl)cc2Cl)/CC1	3.8	98.0	-27.4	29.4	-0.5	-1.0	102.0	-4.6	0.1
COc1ccc2c(c1)O[C@@H](c1cccc(C(F)(F)F)c1)[C@H](OC(=O)N[C@H]1CCCc3ccccc31)C2=O	-7.6	89.0	1.3	31.5	1.7	1.0	100.0	.	-0.2
O=C(CSc1cn[nH]n1)Nc1cccc(C(=O)O)c1	-3.1	105.0	45.2	17.7	0.6	0.0	102.0	-8.7	1.2
CCN(CC)S(=O)(=O)c1ccc(F)cc1	-7.3	105.0	25.4	1.1	-0.6	6.0	105.0	-3.8	-0.2
O=C(N/N=C/C(Cl)=C\c1ccccc1)c1cccs1	-4.4	91.0	-5.3	12.5	-0.4	-21.0	87.0	-1.9	-1.6
CC(NC(=O)c1ccccc1)C(=O)N/N=C/c1ccco1 (configuration not stated)	-13.7	99.0	36.0	-1.4	0.2	1.0	101.0	-8.8	0.5
COC(=O)C1=C(C(=O)OC)C2(OC1c1ccccc1C)C(=O)c1ccccc1C2=O (configuration not stated)	-2.6	96.0	-4.7	24.3	1.4	8.0	94.0	-5.8	-1.5
CCC1CN(C(=O)NCc2cccc(OC)c2)c2cc(Cl)ccc2O1 (configuration not stated)	-11.1	103.0	13.4	27.1	.	1.0	103.0	-12.0	.
O=C(Nc1ccccc1)Nc1ccc2ncoc2c1	7.7	90.0	29.2	11.7	2.1	-12.0	85.0	2.3	2.0
Cc1nc2ccc([N+](=O)[O-])cc2c(=O)n1Cc1ccccc1Br	-10.2	104.0	29.5	6.8	1.9	7.0	105.0	-3.3	-1.1
O=C(NCCCN1CCCC1=O)c1ccc2c(=O)n(Cc3ccco3)c(=S)[nH]c2c1	-13.6	106.0	-29.1	-12.1	1.6	3.0	100.0	0.2	0.3
Cc1ccc([N+](=O)[O-])c(OCCn2cnc3ccccc32)c1	5.4	95.0	33.5	-22.3	3.5	-3.0	93.0	7.1	5.3
S=C(c1ccc(-c2ccc(Br)cc2)o1)N1CCCCC1	0.2	112.0	-7.9	-15.5	0.2	5.0	110.0	1.6	-0.9
Cc1ccc(/C([O-])=C(/C(=S)NCc2ccccc2)[n+]2ccccc2)cc1[N+](=O)[O-]	-8.5	94.0	-7.7	3.3	-1.1	-1.0	98.0	-0.5	-0.8
CC(=O)Nc1ccc(S(=O)(=O)NC2=NCN(c3ccc([N+](=O)[O-])cc3)CN2)cc1	-9.0	99.0	30.1	13.2	2.4	-4.0	94.0	-3.8	6.9
CCc1nnc(NC(=O)CCC(=O)N2CCN(c3cc(Cl)ccc3C)CC2)s1	-8.4	106.0	38.2	14.3	0.7	4.0	104.0	-8.4	-0.4
Cc1cc(NCCN2CCOCC2)c2ccc3ccccc3c2n1	5.6	101.0	-12.5	-12.1	-0.1	-5.0	104.0	-6.9	0.2
CS(=O)(=O)N1CCN(c2ccnc3cc(Cl)ccc23)CC1	-8.6	100.0	24.6	-0.5	3.1	1.0	104.0	-1.5	0.9
COc1cc2ccccc2cc1C(=O)N(CCN(C)C)c1nc2c(F)cc(F)cc2s1	-4.4	126.0	14.4	23.4	0.6	13.0	104.0	1.9	-0.4
CCOc1cc(NC(=S)NCC2CCCO2)c(OCC)cc1NC(=O)c1ccccc1C (configuration not stated)	4.5	98.0	21.6	-10.1	-0.8	-3.0	103.0	-6.0	-0.9
CCCCCn1c(=O)[nH]c2cc(C(=O)N3CCN(c4ccccc4F)CC3)ccc2c1=O	-10.9	97.0	14.4	9.5	1.9	2.0	102.0	-6.7	-0.5
COc1ccccc1CC(NC(C)=O)C(=O)NC1CCN(C(=O)c2ccc([N+](=O)[O-])cc2)CC1 (configuration not stated)	1.3	97.0	-5.2	15.6	-0.9	-2.0	91.0	4.1	0.1
Cc1ccc(Nc2nnc(SC3CCOC3=O)s2)c(C)c1 (configuration not stated)	6.0	96.0	10.8	24.5	-0.3	1.0	100.0	-9.6	-0.5
Cc1ccc(CNC(=O)C2CCCN(c3cnccn3)C2)cc1 (configuration not stated)	-5.7	100.0	18.5	21.2	1.1	-1.0	101.0	-6.3	-0.2
CCC(C(=O)Nc1ccccc1OC)n1c(C(=O)OC)cc2ccsc21 (configuration not stated)	-7.0	88.0	11.4	-5.1	0.1	5.0	106.0	-8.3	0.2
CC(=O)NCCCc1nc2ccccc2n1Cc1ccc(C)cc1	-13.0	103.0	3.2	7.2	0.2	3.0	101.0	-4.8	1.1
O=C(c1ccc(NS(=O)(=O)c2cccc(F)c2)cc1)N1CCCC1	-13.4	107.0	17.4	20.2	0.3	4.0	102.0	3.2	-0.7
Cc1cc(C)c2nc(NC(=O)c3cccc(S(=O)(=O)N4CCc5ccccc54)c3)sc2c1	6.1	105.0	-31.9	21.7	0.3	1.0	123.0	-2.0	1.3
COc1cccc(CNC(=O)C(C)n2ccc3cc(S(=O)(=O)N4CCCCCC4)ccc32)c1 (configuration not stated)	3.6	95.0	18.1	-3.3	3.9	-3.0	98.0	0.7	3.8
COc1ccnc(N2CCN(c3cccc(C(F)(F)F)c3)CC2)c1C#N	-6.6	100.0	25.3	-1.7	1.1	3.0	98.0	-0.8	0.6
CN(C1CCCCC1)S(=O)(=O)c1ccc(NC(=O)CCC(=O)O)cc1	1.6	104.0	5.3	3.5	-0.5	0.0	102.0	3.9	1.7
COc1ccc(S(=O)(=O)N(C)CC(=O)N2CCN(C)CC2)cc1C	-3.0	100.0	20.1	-2.0	-0.9	0.0	100.0	-4.3	0.1
CN1CCN(Cc2ccc(Sc3ccc(Cl)cc3)c([N+](=O)[O-])c2)CC1	15.0	157.0*	53.2	19.5	8.7	27.0	107.0	-8.9	14.5
COc1cc(C(C)=O)ccc1OCc1cc(C(=O)N2CCSCC2)no1	-1.6	101.0	11.1	14.9	0.2	-5.0	96.0	-2.5	0.2
CC1CCCCN1C(=O)CSc1ccc(-c2ccc(F)cc2)nn1 (configuration not stated)	-9.2	102.0	24.5	-10.2	-0.4	3.0	101.0	-7.2	-1.1
Cc1ccc(OS(=O)(=O)c2ccc(N3C(=O)CCC3=O)cc2)cc1	20.1	100.0	37.0	6.7	6.3	1.0	104.0	-10.1	4.9
O=C(Nc1ccc(-n2cccn2)cc1)C1CCCCN1Cc1cccc2c1OCO2 (configuration not stated)	-2.1	96.0	52.8	32.7	0.2	-2.0	101.0	-7.3	-1.0
O=C(COCc1cc(-c2cccs2)on1)NC1CCCCC1	-3.1	97.0	34.4	7.8	1.3	-3.0	94.0	0.3	0.2
COc1ccc2c(c1)CCc1cn[nH]c1-2	-3.4	102.0	28.6	28.3	0.3	2.0	104.0	-5.8	0.9
C=CCNCCOCCOc1ccccc1-c1ccccc1	-4.8	107.0	-11.4	15.3	1.3	3.0	106.0	-8.8	0.8
COCCOc1ccc(C(F)(F)F)cc1NC(=O)COC(=O)c1cc([N+](=O)[O-])ccc1N1CCOCC1	4.6	109.0	47.9	6.7	0.6	7.0	101.0	1.0	-0.7
